# MPTP inh = permeability transition pore inhibition; isolated mouse mitochondria, Ca2+ swelling absorbance, 30 min; hit rate 1.4% among 360,000; inhibition, % at 10 µM; AID 602449;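 active = inhibition of 50% or more, scaled per plate between neutral and stimulator controls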;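 also: 0% = DMSO wells given calcium and 100% = 1 mM EGTA wells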
# A3G deaminase = inhibitors of human APOBEC3G DNA deaminase | Q9HC16 | recombinant A3G, ssDNA deamination FAM/TAMRA fluorescence | inhibition, % at 20 µM | hit rate 0.28% among 330,000 | AID 493012;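 active = inhibition of at least 40% at 20 µM, with no more than 30% in the related APOBEC3A deaminase screen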;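 also: plate controls were DMSO wells with A3G for no effect and wells lacking A3G enzyme for full effect; some compounds called inactive have numbers as strong as hits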
# hIAP activ = human IAP activation | P09923 | purified human IAP, CDP-Star luminescence, 30 min; hits give high values; 1 = vehicle-only enzyme, 0 = enzyme-free background | activation factor at 10 µM | hit rate 0.16% among 330,000 | AID 2524;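 active = activation factor of the enzyme at least 2-fold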; also: the source names both 10 and 20 µM as test concentration; values of inactives mirror those of a sister screen read the other way
# Target sequence (P09923 whole entry, looked up): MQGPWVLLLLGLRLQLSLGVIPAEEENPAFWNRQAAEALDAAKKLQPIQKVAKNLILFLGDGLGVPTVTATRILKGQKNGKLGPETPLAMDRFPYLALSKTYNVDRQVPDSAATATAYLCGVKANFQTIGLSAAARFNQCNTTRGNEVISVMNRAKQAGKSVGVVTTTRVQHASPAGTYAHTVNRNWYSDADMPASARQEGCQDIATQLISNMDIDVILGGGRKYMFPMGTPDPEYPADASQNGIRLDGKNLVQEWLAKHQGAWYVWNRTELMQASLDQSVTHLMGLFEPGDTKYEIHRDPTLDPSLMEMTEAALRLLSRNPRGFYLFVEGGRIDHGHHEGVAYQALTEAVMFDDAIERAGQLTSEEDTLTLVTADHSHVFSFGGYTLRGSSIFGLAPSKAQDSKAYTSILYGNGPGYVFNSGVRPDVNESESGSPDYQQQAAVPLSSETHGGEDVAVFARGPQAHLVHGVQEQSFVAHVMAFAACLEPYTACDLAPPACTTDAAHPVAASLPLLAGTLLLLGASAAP
# A3A deaminase = inhibitors of human APOBEC3A DNA deaminase | recombinant A3A, FAM/TAMRA ssDNA deamination fluorescence | inhibition, % at 20 µM | hit rate 0.41% among 330,000 | AID 493011;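 active = at least 40% inhibition at 20 µM here, with at most 30% in a related deaminase screen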;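 also: plate controls were A3A with DMSO for no effect and wells lacking A3A enzyme for full effect; some results filed as inactive read as strong as hits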
# Target sequence (P31941 whole entry, looked up): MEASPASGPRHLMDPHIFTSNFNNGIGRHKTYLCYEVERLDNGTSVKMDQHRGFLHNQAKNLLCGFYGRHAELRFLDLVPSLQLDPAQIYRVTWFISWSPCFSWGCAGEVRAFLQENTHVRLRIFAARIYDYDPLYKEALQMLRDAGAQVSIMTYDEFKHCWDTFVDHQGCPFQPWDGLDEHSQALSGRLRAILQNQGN
# beta cell repl = MIN6 beta-cell proliferation induction; MIN6 cells proliferation, ATPlite luminescence, 48 h; cells starved in 0.2% serum; 100% = growth in 10% serum; proliferation, % at 10 µM; hit rate 0.29% among 330,000; AID 2380;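 active = compounds whose signal lies at least 3.5 SD above the mean of all wells on their plate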;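 also: 0% = DMSO-treated cells in low-serum medium and 100% = 10% serum control; some compounds called inactive have numbers as strong as hits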
# mIAP act = increases mouse intestinal alkaline phosphatase activity; muIAP, CDP-Star luminescence, 30 min; hits give high values; 1 = vehicle-only enzyme signal, 0 = enzyme-free wells; AID 2805; hit rate 0.24% among 330,000; activation factor at 10 µM;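 active = activation factor of at least 2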; also: the source names both 10 and 20 µM as test concentration; values of inactives mirror those of a sister screen read the other way
#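 System: Mouse IAP enzyme | Also added: CDP-Star substrate | Dosing: Compounds dispensed in DMSO | Schedule: 30 min enzyme-substrate-compound incubation at room temperature | Technique: Chemiluminescence readout | Control set: DMSO-only wells and no-enzyme negative control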
# ATG4B inhibitor = ATG4B (human) cysteine protease inhibition; ATG4B cleavage of LC3-PLA2, NBD-HPC fluorescence, 1 h; inhibition, % at 8.33 µM; hit rate 0.51% among 340,000; in the data active = inhibition above about 40%
# hIAP block = blocks human intestinal alkaline phosphatase; hit rate 0.12% among 330,000; P09923; purified IAP, CDP-Star luminescence, 30 min; AID 2544; inhibition, % at 10 µM;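 active = inhibition reaching a set limit with compound at 10 µM in the primary screen, cut at about 35% in these data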;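 also: plate controls were DMSO wells with enzyme for no effect and no-enzyme buffer wells for full effect; values of inactives mirror those of a sister screen read the other way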
# mIAP block = mouse IAP inhibition. purified mouse IAP, CDP-Star luminescence, 30 min. inhibition, % at 10 µM. hit rate 0.2% among 330,000. AID 2806;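 active = inhibition of at least 40% at 10 µM in the primary screen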;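 also: plate controls were DMSO with enzyme for no effect and no enzyme wells for full effect; values of inactives mirror those of a sister screen read the other way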
# * marks the source's active call; other numbers are inactive results; . = not tested or not shown.
SMILES,MPTP inh,A3G deaminase,hIAP activ,A3A deaminase,beta cell repl,mIAP act,ATG4B inhibitor,hIAP block,mIAP block
CC1=C(C(=O)OCC2CCCO2)C(c2coc3ccc(C)cc3c2=O)C2=C(CCCC2=O)N1 (stereo not given),-2.3,-5,1.1,-6,-2,1.2,9,-8,-18
CCCNC(=O)C(Cc1cccc(C#N)c1)NC(=O)c1ccc(C#N)cc1 (stereo not given),0.2,-9,0.97,-3,1,0.92,2,3,8
CCOc1ccc(-c2ncncc2-c2ccc(OC)c(OC)c2)c(O)c1,0.0,-8,1.1,0,-2,0.94,-13,-7,6
CC(C)(C)c1ccc(S(=O)(=O)N2CCN(c3ccccn3)CC2)cc1,-0.1,-4,1.1,-2,-1,1.1,8,-10,-5
COc1ccc(CNC(=O)CN(C(=O)c2ccc(CN3CCOCC3)o2)C2CCCC2)cc1,-1.7,-8,1.1,-4,-1,0.92,-10,-5,8
O=C(O)CCCc1nc2ccccc2s1,-1.7,-1,1.1,0,0,0.95,-7,-8,5
CCc1cc(C(=O)N(CCCOC)c2c(N)n(Cc3ccccc3)c(=O)[nH]c2=O)sc1C,-0.8,-6,0.98,4,1,0.93,-3,2,7
Cc1ccc(Cn2c(=O)c3ccccc3n3c(CCC(=O)O)nnc23)cc1,-0.3,-1,0.92,1,0,0.87,16,8,13
COc1ccc(NC(=O)CCN2C(=O)/C(=C/c3ccc4c(c3)OCO4)SC2=S)cc1,2.3,-3,0.9,1,-3,0.95,4,10,5
CCOc1ccc(OCC)c(NC(=O)C2CCN(S(=O)(=O)c3c(C)[nH]c(=O)[nH]c3=O)CC2)c1,-0.2,-9,0.89,-4,-2,1,-5,11,-1
Cc1ccccc1N1CCN(S(=O)(=O)c2ccc3ccccc3c2)CC1,0.9,5,1,-2,-5,1,14,-1,-2
Cc1[nH]c(=O)[nH]c(=O)c1/C=N/NC(=O)[C@@H](N)CC(C)C,-1.2,-6,1.9,-7,-2,0.98,4,-85,2

# Another view of 6 compounds above:
SMILES	MPTP inh	A3G deaminase	hIAP activ	A3A deaminase	beta cell repl	mIAP act	ATG4B inhibitor	hIAP block	mIAP block
CCOc1ccc(-c2ncncc2-c2ccc(OC)c(OC)c2)c(O)c1	0.0	-8	1.1	0	-2	0.94	-13	-7	6
CC(C)(C)c1ccc(S(=O)(=O)N2CCN(c3ccccn3)CC2)cc1	-0.1	-4	1.1	-2	-1	1.1	8	-10	-5
COc1ccc(CNC(=O)CN(C(=O)c2ccc(CN3CCOCC3)o2)C2CCCC2)cc1	-1.7	-8	1.1	-4	-1	0.92	-10	-5	8
O=C(O)CCCc1nc2ccccc2s1	-1.7	-1	1.1	0	0	0.95	-7	-8	5
CCc1cc(C(=O)N(CCCOC)c2c(N)n(Cc3ccccc3)c(=O)[nH]c2=O)sc1C	-0.8	-6	0.98	4	1	0.93	-3	2	7
Cc1ccc(Cn2c(=O)c3ccccc3n3c(CCC(=O)O)nnc23)cc1	-0.3	-1	0.92	1	0	0.87	16	8	13

# The results go on:
SMILES,MPTP inh,A3G deaminase,hIAP activ,A3A deaminase,beta cell repl,mIAP act,ATG4B inhibitor,hIAP block,mIAP block
Cc1cc(NC(=O)COC(=O)c2ccccc2[N+](=O)[O-])no1,1.3,-8,1,-2,0,1,-4,-2,-2
COc1ccc(CC(=O)OCC(=O)c2c[nH]c3ccccc23)cc1,-0.8,-1,0.95,-3,0,0.89,1,5,11
CCCCOc1ccc(C(=O)CCN2CCOCC2)cc1,1.0,-2,0.84,3,-5,1,-15,16,-1
COC(=O)NNC(=O)C1CCC(C(=O)NNC(=O)OC)CC1 (stereo not given),-1.0,3,0.97,-2,0,0.88,9,3,12
CC(C)COc1nc2ccccc2nc1N1CCN(C)CC1,0.1,-5,1,-2,-4,0.95,18,0,4
COc1ccc(-c2c(C)nc3c(-c4ccc(F)cc4)cnn3c2N)cc1,2.6,0,0.95,0,-1,1.1,-5,5,-7
CC1(C)NC(=O)N(CC(=O)N2CCN(S(=O)(=O)c3cc(Cl)ccc3Cl)CC2)C1=O,-0.1,-8,0.83,-2,-1,0.87,3,16,13
CC(C)C1CCN(C(=O)C2CCC(=O)N(CCc3ccc(Cl)cc3)C2)CC1 (stereo not given),-1.2,-8,1.1,-4,-3,0.94,-10,-5,6
O=C(Oc1cccc([N+](=O)[O-])c1)c1ccc2c(=O)n3c(nc2c1)CCC3,-2.6,-8,1.2,2,2,0.97,-29,-17,3
Cn1c(=O)c2c(nc(Br)n2CCSc2nnnn2-c2ccccc2)n(C)c1=O,5.6,-2,1,5,2,0.95,-4,-1,5
COc1ccc(F)cc1S(=O)(=O)Nc1ccncc1,-0.2,-3,1.2,-9,-2,1.1,6,-22,-7
C/C(=N/NC(=O)c1ccncc1)c1ccc(NC(=O)c2ccccc2)cc1,1.3,-6,0.96,0,-5,0.95,-1,4,5

# Profiles, looked up by structure:
# O=C(Oc1cccc([N+](=O)[O-])c1)c1ccc2c(=O)n3c(nc2c1)CCC3 is listed with MPTP inh = -2.6; A3G deaminase = -8; hIAP activ = 1.2; A3A deaminase = 2; beta cell repl = 2; mIAP act = 0.97; ATG4B inhibitor = -29; hIAP block = -17; mIAP block = 3
# COc1ccc(CC(=O)OCC(=O)c2c[nH]c3ccccc23)cc1 is listed with MPTP inh = -0.8; A3G deaminase = -1; hIAP activ = 0.95; A3A deaminase = -3; beta cell repl = 0; mIAP act = 0.89; ATG4B inhibitor = 1; hIAP block = 5; mIAP block = 11

# Continued:
SMILES,MPTP inh,A3G deaminase,hIAP activ,A3A deaminase,beta cell repl,mIAP act,ATG4B inhibitor,hIAP block,mIAP block
CCOC(=O)C1=C(CS(=O)(=O)c2ccccc2)NC(=O)NC1c1cccc(OC)c1 (stereo not given),1.0,-9,1.1,1,-1,1.1,-18,-6,-8
COCc1[nH]nc2c1C(c1ccc(OC)c(OC)c1)C(C#N)=C(N)O2 (stereo not given),-0.5,-2,0.97,-2,-1,0.98,0,3,2
O=C(NNc1cc(N2CCOCC2)nc(N2CCOCC2)n1)C12CC3CC(CC(C3)C1)C2,-0.6,-4,1.1,-3,0,1,-13,-5,-1
COc1ccc(CC(=O)NC(C)CCc2ccccc2)cc1 (stereo not given),-5.2,7,1,7,-2,0.95,-1,-3,5
CN(CC(=O)Nc1ccccc1C(F)(F)F)C(=O)C1CCN(S(=O)(=O)c2ccc3c(c2)OCCO3)CC1,-0.1,-8,0.96,3,-1,1,0,4,0
Cc1ccc(NC(=O)CSCc2cc(=O)n3cc(C)sc3n2)cc1,3.0,1,0.83,0,-4,0.98,-1,17,2
COc1ccc(C)cc1NCC(=O)Nc1ccc(C(C)(C)C)cc1,5.0,-3,1.1,-1,0,1.2,1,-10,-20
C/C(=N\NC(=O)Cc1cccn1C)c1cccc2ccccc12,-0.1,-2,1.2,-2,0,1.1,-5,-16,-10
Fc1cc(F)cc(NC(=S)NN2CCOCC2)c1,0.4,-3,0.88,-4,-2,0.97,-1,12,3
O=C(c1ccco1)N1CCN(C(=O)C2CC2)CC1,0.6,-7,0.85,-2,2,0.94,-7,14,6
COc1ccccc1NC(=O)Nc1nc(CC(=O)Nc2ccccc2F)cs1,-0.9,-10,0.99,-1,1,1.1,-15,1,-6
Nc1c(-c2ccc(Cl)cc2)cnc2c(-c3ccc(F)cc3)cnn12,3.6,-7,0.89,0,-4,1,4,11,-2
CC(Oc1ccccc1)C(=O)Nc1ccccc1F (stereo not given),-0.2,-2,0.97,-3,-4,0.88,-4,3,12
COc1ccc(Cl)cc1C(=O)Nn1cnnc1,0.9,-6,0.9,-6,0,1,0,10,-1
CCOC(=O)N1CCC(NS(=O)(=O)c2cc(C(=O)OC)n(C)c2)CC1,-1.0,-7,0.82,-1,3,1,-12,18,-2
COc1ccc(Cl)cc1Nc1nc2ccc(C)cc2n2cnnc12,1.0,-9,0.97,-3,-2,0.92,-2,3,8
O=C(/C=C/c1ccccc1)NC1CC2CCCC(C1)N2Cc1ccccc1 (stereo not given),.,-3,1.2,-5,-1,1.1,.,-19,-12
COC(=O)C1CCN(C(=O)[C@H](C)NC(=O)C2CC(=O)N(c3ccc(F)cc3)C2)CC1 (stereo not given in full),-1.5,-4,0.94,-5,-3,0.99,3,6,1
O=C(/C=C\c1ccc2c(c1)OCO2)Nc1nnc(SCC(=O)OCc2ccccc2)s1,.,1,0.9,1,-1,0.86,.,10,14
O=C(NCc1ccccc1)[C@@H]1C[C@H]1[C@@H](NP(=O)(c1ccccc1)c1ccccc1)c1ccccc1,1.3,-8,0.93,6,2,1.6,-2,7,-56
CN1CCN(c2oc(-c3ccccc3Cl)nc2S(=O)(=O)c2ccccc2)CC1,0.1,-8,1.2,-1,1,0.97,3,-20,3
CN1CCN(C(=O)COCc2cc(-c3ccc4c(c3)OCO4)on2)CC1,-0.2,1,1.2,-2,-3,0.95,-3,-16,5
CC(C)(C)C(=O)Nc1nnc(SCC(=O)NCc2cccs2)s1,0.4,-4,0.95,-3,-1,0.98,-2,5,2
COc1ccc(S(=O)(=O)N2CN(Cc3ccco3)c3nc4ccccc4nc32)cc1,-1.0,-6,0.97,-5,-1,0.98,7,3,2
O=C(CSc1nnc(-c2ccccc2)n1-c1ccc(Cl)cc1)NC1CCS(=O)(=O)C1 (stereo not given),0.8,-9,0.89,-4,0,1,3,11,-3
Cc1ccnc(NC(=O)c2ccc(NC(=O)c3ccco3)cc2)c1,-1.1,-2,1.1,1,-2,1.1,-9,-6,-7
O=C(CN1C(=O)CSc2ccccc21)Nc1ccccc1C(=O)N1CCOCC1,1.9,-1,1.2,9,-1,0.97,-2,-19,3
S=C(NCc1ccccc1)NN1CCOCC1,2.0,-10,1.1,-5,1,0.9,5,-15,10
O=[N+]([O-])c1ccc(COn2nnc3ccccc32)cc1,0.8,4,1.2,-1,0,1.1,2,-16,-8
CCOc1ccc(CCNC(=O)C2CCCN(C(=O)N(C)C)C2)cc1OCC (stereo not given),-0.7,-3,1.1,-3,-1,0.92,5,-13,8
Cn1c(=O)c2c(nc(OCc3ccccc3)n2C)n(C)c1=O,0.4,-6,0.9,-1,16*,1.2,-7,10,-17
CC(=O)NC(C(=O)NCC(N)=O)C(C)C (stereo not given),-2.2,-7,1.2,-4,-3,1,11,-18,-1
COC(=O)[C@@H](Cc1ccccc1)N(Cc1ccccc1)S(=O)(=O)N(Cc1ccccc1)[C@H](Cc1ccccc1)C(=O)OC,6.1,-5,0.92,-2,-6,1,-3,8,-4
CCOC(=O)N1CCN(c2c(-c3ccc(C)cc3)c(=O)c2=O)CC1,-0.5,-4,1.1,-1,-3,0.94,0,-8,6
CCOc1ccc(N(CC(=O)N2CCCC2)S(=O)(=O)c2ccc(F)cc2)cc1,0.0,-4,1.3,-3,-1,1,2,-30,0
O=C(/C=C/c1ccc2c(c1)OCO2)NCCS(=O)(=O)N1CCN(c2ccc(F)cc2)CC1,-1.7,-4,1,4,-1,0.95,-14,-2,5
CSc1cccc(NC(=S)N2CCC(N(C)C3CCCCCC3)CC2)c1,1.4,-3,1.3,2,0,1.1,-6,-29,-13
COc1ccccc1N1CCN(C(=O)CN(Cc2ccccc2)S(C)(=O)=O)CC1,-0.7,2,1.1,3,4,1.1,1,-10,-7
CN(C)CCCNCC(=O)NN(c1ccccc1)c1ccccc1,.,-4,1.1,0,-2,1,0,-8,-4
